Screens deposited in PubChem by several laboratories.
Rin1 Abl inh – inhibitors of Rin1-Abl protein binding, primary screen, biochemical, TR-FRET | Tyrosine-protein kinase ABL1 (Homo sapiens) + Ras and Rab interactor 1 (Homo sapiens), … | inhibition, % at 7.35 µM | hit rate 0.4% among 360,000 | AID 588664, 2011; in the data active means inhibition above about 5%, passing the limit was not always enough
Target sequence (P00519 whole entry, looked up): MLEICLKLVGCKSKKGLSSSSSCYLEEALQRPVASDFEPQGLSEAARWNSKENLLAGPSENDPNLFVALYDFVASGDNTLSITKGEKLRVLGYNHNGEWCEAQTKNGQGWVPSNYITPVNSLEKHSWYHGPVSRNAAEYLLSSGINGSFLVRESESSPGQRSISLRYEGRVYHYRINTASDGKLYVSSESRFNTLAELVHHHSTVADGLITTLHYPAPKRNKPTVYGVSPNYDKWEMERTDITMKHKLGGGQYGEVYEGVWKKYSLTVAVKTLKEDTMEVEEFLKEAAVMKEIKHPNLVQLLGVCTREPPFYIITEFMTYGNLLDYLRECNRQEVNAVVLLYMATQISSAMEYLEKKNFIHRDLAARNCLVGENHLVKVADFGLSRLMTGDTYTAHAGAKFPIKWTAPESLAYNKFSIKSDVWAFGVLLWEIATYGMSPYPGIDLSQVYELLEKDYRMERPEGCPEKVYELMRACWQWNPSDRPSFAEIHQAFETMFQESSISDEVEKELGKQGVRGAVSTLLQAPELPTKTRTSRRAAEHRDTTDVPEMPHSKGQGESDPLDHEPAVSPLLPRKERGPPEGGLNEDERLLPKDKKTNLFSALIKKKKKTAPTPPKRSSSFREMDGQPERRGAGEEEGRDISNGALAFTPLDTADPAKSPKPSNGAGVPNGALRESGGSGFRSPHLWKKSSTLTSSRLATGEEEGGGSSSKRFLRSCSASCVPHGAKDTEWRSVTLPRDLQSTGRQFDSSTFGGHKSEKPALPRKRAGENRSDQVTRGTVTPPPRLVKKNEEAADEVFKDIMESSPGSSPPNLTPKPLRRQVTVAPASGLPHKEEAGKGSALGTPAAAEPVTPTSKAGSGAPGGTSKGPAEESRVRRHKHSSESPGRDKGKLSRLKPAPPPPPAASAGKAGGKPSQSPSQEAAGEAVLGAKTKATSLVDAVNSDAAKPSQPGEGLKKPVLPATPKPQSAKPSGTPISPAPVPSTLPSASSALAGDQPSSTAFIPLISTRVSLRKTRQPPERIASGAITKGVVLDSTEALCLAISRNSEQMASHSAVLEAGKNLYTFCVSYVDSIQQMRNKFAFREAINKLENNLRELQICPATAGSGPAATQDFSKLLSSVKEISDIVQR
Target sequence (Q13671 whole entry, looked up): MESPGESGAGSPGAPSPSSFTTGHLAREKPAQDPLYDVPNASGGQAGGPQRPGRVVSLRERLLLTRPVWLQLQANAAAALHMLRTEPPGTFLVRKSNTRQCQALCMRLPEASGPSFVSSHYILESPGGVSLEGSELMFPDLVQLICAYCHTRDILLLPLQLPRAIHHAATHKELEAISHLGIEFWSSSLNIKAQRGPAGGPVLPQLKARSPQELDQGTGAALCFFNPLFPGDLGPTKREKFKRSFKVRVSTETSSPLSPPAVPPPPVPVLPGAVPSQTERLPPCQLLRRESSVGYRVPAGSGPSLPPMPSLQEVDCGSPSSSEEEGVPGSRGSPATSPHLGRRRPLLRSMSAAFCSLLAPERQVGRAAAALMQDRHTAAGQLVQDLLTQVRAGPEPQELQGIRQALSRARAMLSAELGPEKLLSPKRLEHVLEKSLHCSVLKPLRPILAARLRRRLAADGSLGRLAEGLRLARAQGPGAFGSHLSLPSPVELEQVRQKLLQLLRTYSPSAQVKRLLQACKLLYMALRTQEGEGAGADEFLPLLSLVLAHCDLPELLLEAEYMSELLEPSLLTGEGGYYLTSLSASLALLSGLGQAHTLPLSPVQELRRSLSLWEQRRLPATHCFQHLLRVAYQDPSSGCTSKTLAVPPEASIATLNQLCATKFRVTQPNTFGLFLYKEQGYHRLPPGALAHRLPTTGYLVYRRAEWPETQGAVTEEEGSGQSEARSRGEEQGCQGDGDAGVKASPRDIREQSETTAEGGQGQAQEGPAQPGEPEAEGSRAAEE
Neddyl block – inhibitors of cullin neddylation, primary screen, biochemical, TR-FRET, uHTS, NAE and Ubc12; NEDD8-conjugating enzyme Ubc12 (Homo sapiens) + NEDD8-activating enzyme E1 regulatory …; hit rate 0.58% among 360,000; calls only at 25 µM; in the data active means inhibition above about 36%
SKN-1 inh – suppressors of acrylamide-induced Pgst-4::GFP reporter in worms, primary screen, SKN-1 inhibitor project, whole organism, uHTS, GFP/RFP fluorescence ratio, strain VP596; C. elegans VP596 Pgst-4::GFP/RFP ratio, 24 h; inhibition, % at 21.8 µM; hit rate 0.49% among 360,000; AID 624304, 2012;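 active means interference check ratio from 0.5 to 1.5 plus GFP to RFP signal ratio inhibition reaching or exceeding a fixed threshold, cut at about 30% in these data, passing the limit was not always enough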; further: some compounds called inactive have numbers as strong as hits
CSN deneddyl inh – inhibitors of CSN-mediated cullin deneddylation, primary screen, biochemical, fluorescence polarization, uHTS; COP9 signalosome complex subunit 5 (Homo sapiens), Q92905; Purified CSN, SCF-Nedd8-OG deneddylation; inhibition, % at 12.5 µM; hit rate 0.38% among 360,000; AID 651999, 2013;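 active means pattern-corrected inhibition above about 35%, with an unprinted fluorescence ratio check between 0.5 and 1.5, limit read from the data, passing the limit was not always enough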;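 further: 0% = enzyme with substrate and 100% = substrate without enzyme; some results filed as inactive read as strong as hits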
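assay system = purified human Csn5 enzyme expressed in HEK293T cells | amount = 0.24 nM enzyme | buffer or medium = Tris/NaCl/DTT buffer, pH 7.5 | reagent = 10 nM SCFSkp2-Nedd8OG | compound = one concentration, 12.5 µM, 0.25% DMSO | times = 90 min reaction at room temperature | signal = FP | read-out basis = % inhibition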
NadD block – inhibitors of S. aureus NadD, primary screen, biochemical, colorimetric, uHTS; Nicotinate-nucleotide adenylyltransferase NadD (Staphylococcus aureus N315); inhibition, % at 20 µM; purified NadD enzyme, colorimetric absorbance read-out; AID 602399, 2012; hit rate 0.78% among 360,000; in the data active means inhibition above about 26%; further: some compounds past the cut are filed as inactive
Rpn11 block – Rpn11 (PSMD14) deubiquitinase inhibitors, primary screen, biochemical, fluorescence polarization, uHTS. 26S proteasome non-ATPase regulatory subunit 14 (Homo sapiens), O00487. human 26S proteasome, Ub4-pepOG fluorescence polarization; 20S core pre-blocked with epoxomicin. calls only at 20 µM. hit rate 0.59% among 360,000;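 active means inhibition at 20 µM, scaled to each plate's controls, above about 33%, limit read from the data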
FAS-TE inh – FAS thioesterase domain inhibitors, primary screen, biochemical, fluorescence intensity, uHTS. recombinant FAS-TE, OMFH fluorogenic substrate, fluorescence endpoint. inhibition, % at 15 µM. Fatty acid synthase (Homo sapiens), P49327. AID 602261, 2012. hit rate 0.67% among 360,000;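 active means compounds whose normalised, plate-corrected inhibition of enzyme fluorescence in the single-dose primary screen is 50% or more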;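 further: 0% = DMSO with enzyme and 100% = substrate without enzyme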
PABP1 MLLE inh – inhibitors of PABP1 MLLE–PAM2 peptide binding, primary screen, biochemical, fluorescence polarization, FITC-PAM2, GST-MLLE; Polyadenylate-binding protein 1 (Homo sapiens), P11940; inhibition, % at 20 µM; hit rate 0.36% among 360,000; AID 588489, 2011; in the data active means inhibition above about 35%, passing the limit was not always enough;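 further: plate controls were DMSO wells with GST-MLLE for no effect and wells lacking GST-MLLE protein for full effect; some results filed as inactive read as strong as hits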
MT1-MMP act inh – blockers of MT1-MMP proenzyme processing, primary screen, HT1080 RFP-PRO-GFP cells, GFP/RFP fluorescence; GFP/RFP ratio change, % at 20 µM; Matrix metalloproteinase-14 (Homo sapiens), P50281; hit rate 0.061% among 360,000; GFP/RFP ratio fluorescence, overnight; percent of plate control window, DMSO zero;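 active means GFP/RFP ratio change of at least 30% with cell ATP level not reduced by more than half and red fluorescence within 50% of control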; further: strong numbers were not always called active
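Material – HT1080 RFP-PRO-GFP cells · Control set – DMSO wells and RFP-L50D-GFP cells · Incubation – overnight cell settling, then overnight compound exposure, 37 °C, 5% CO2 · Compound dosing – single-point 20 µM compound, 1% DMSO · Read-out – GFP/RFP fluorescence ratio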
* hit, by the source's call; i = inactive; · = no result given.

canonical_smiles,Rin1 Abl inh,Neddyl block,SKN-1 inh,CSN deneddyl inh,NadD block,Rpn11 block,FAS-TE inh,PABP1 MLLE inh,MT1-MMP act inh
O=C(Nc1ccccc1)NC1CCN(Cc2c(F)cccc2Cl)CC1,1,i,-9,3,2,i,-3,17,5
Cc1cc2ncn(CCCCOc3ccccc3)c2cc1C,-2,i,-3,0,0,i,8,3,0
Cc1cc(-c2ccc(S(=O)(=O)Nc3ccc(C#N)cc3)s2)on1,2,i,5,-2,-7,i,-3,-9,-1
C[C@H]1CN([C@@H](C)CO)C(=O)CCCn2cc(nn2)CO[C@@H]1CN(C)C(=O)Nc1cccc(Oc2ccccn2)c1,1,i,-16,2,-5,i,-8,4,4
CN(C(=O)c1ccc(NC(=O)Cc2cccc(NC(=O)C3CCN(C(=O)C4CCCCC4)CC3)c2)cc1)C1CC1,14*,i,-12,-3,1,i,-7,1,1
Cc1nn(C)cc1/C=C1\CCC/C(=C\c2cn(C)nc2C)C1=O,-3,i,6,-5,3,i,-5,11,-4
O=C(CCn1c(=O)oc2ccccc21)Nc1ccon1,0,i,-1,3,3,i,-5,5,4
CCCCNc1c([N+](=O)[O-])cc(C)cc1[N+](=O)[O-],0,i,20,-1,-4,i,24,-15,4
COc1ccc(-n2c(CNC(=O)c3ccc(S(=O)(=O)N4CCCC4)cc3)n[nH]c2=S)cc1,-2,i,-7,3,-4,i,-6,0,2
CCN=C(NCC)SC1CC(=O)N(c2cccc(OC)c2)C1=O (stereo not given),2,i,-1,-1,-6,i,-2,-5,6
C=CCn1c(SCC(=O)NC2CC2)nc2sc(CC)cc2c1=O,0,i,5,0,-4,i,-2,-7,0
O=C1CCCN1CCC1CCCCN1Cc1nc(-c2cnccn2)no1 (stereo not given),-1,i,-11,1,-4,i,-6,4,-6
COc1cc(CN2CCCC(N3CCN(c4ccccc4C)CC3)C2)cc(Cl)c1O (stereo not given),1,i,11,-4,-1,i,-4,-11,1
O=C(CSc1nc(=O)n2cc(Cl)ccc2n1)Nc1ccc2c(c1)OCO2,-3,i,13,8,4,i,1,-33,-6
COc1ccc(O)c(-c2cn[nH]c2-c2cccs2)c1,-2,i,1,4,1,i,0,-2,-5
O=C(COc1ccc2c3c(c(=O)oc2c1)CCC3)NCc1ccncc1,-1,i,4,1,0,i,-4,-1,0
CC(C)(C)N(Cc1ccccc1)C(=O)COC(=O)/C=C/c1ccc2c(c1)OCO2,2,i,5,2,-7,i,40,4,2
Cc1nn(CC(=O)Nc2ccc(Br)cc2F)c(=O)c2cccn12,2,i,11,-1,1,i,-1,-22,3
CC(NC(=O)Nc1ccc(O)cc1)(C(F)(F)F)C(F)(F)F,1,i,11,-7,-2,i,-5,-12,8
CC(=O)Nc1cc2c3ccccc3ccc2c2ccccc12,-2,i,-7,12,-1,i,-1,-2,-4
CCCn1c(NCc2cc(C)ccc2O)nc2ccccc21,0,i,-1,0,-2,i,7,3,1
CCOC(=O)c1ccc(Nc2ncnc3c2cnn3C)cc1,4,i,6,0,1,i,-7,19,2
CCN(C(=O)COC(=O)c1c(NC(C)=O)sc(C)c1C)c1c(N)n(Cc2ccccc2)c(=O)[nH]c1=O,-3,i,-2,10,-2,i,-8,14,1
CN(c1ccccc1)S(=O)(=O)c1ccc(NC(=O)c2ccccc2)cc1,0,i,9,-10,-9,i,15,9,-4
Fc1ccc(NC(=S)Nc2cccc3ccccc23)cc1F,-5,i,14,24,-4,i,7,18,1

An excerpt of these results, as labelled records:
Cc1nn(CC(=O)Nc2ccc(Br)cc2F)c(=O)c2cccn12
  Rin1 Abl inh = 2
  Neddyl block = i
  SKN-1 inh = 11
  CSN deneddyl inh = -1
  NadD block = 1
  Rpn11 block = i
  FAS-TE inh = -1
  PABP1 MLLE inh = -22
  MT1-MMP act inh = 3
CC(NC(=O)Nc1ccc(O)cc1)(C(F)(F)F)C(F)(F)F
  Rin1 Abl inh = 1
  Neddyl block = i
  SKN-1 inh = 11
  CSN deneddyl inh = -7
  NadD block = -2
  Rpn11 block = i
  FAS-TE inh = -5
  PABP1 MLLE inh = -12
  MT1-MMP act inh = 8

(cont.)
canonical_smiles,Rin1 Abl inh,Neddyl block,SKN-1 inh,CSN deneddyl inh,NadD block,Rpn11 block,FAS-TE inh,PABP1 MLLE inh,MT1-MMP act inh
C[C@@H]1CN([C@@H](C)CO)C(=O)c2cc(C#Cc3cccc(F)c3)cnc2O[C@H]1CN(C)C(=O)C1CCCCC1,2,i,9,6,-3,i,-4,-6,2
Cc1cc(C)c(NC(=O)CNC(=O)c2ccc3ncsc3c2)c(C)c1,2,i,12,-5,1,i,-10,-6,-2
c1ccc(CCNc2nc(-c3ccccn3)nc3ccccc23)cc1,-2,i,27,-2,11,i,4,-1,7
Cc1ccc(NC(=O)c2ncn(CC(=O)NCc3nc4ccccc4[nH]3)n2)cc1C,-2,i,1,1,3,i,-4,9,2
COc1ccc(-c2csc3nc(C(C)C)oc(=O)c23)cc1OC,-3,i,-19,-6,-1,i,-5,17,5
O=C(c1ccc(Cl)cc1)n1c(NCc2ccccc2)n[nH]c1=S,0,·,3,-4,21,i,-2,-47,1
COc1ccc(C(=O)NCc2nnc(SCC(=O)N3CCc4ccccc43)n2C2CCCCC2)cc1,-2,i,1,-16,2,i,-1,-5,-2
CCC(=O)N1CCc2cc(S(=O)(=O)N(CC)c3cccc(C)c3)ccc21,3,i,-3,2,-6,i,11,-3,3
Cc1ccc(C(=O)CC(Nc2ccc(F)cc2)c2ccccc2)cc1 (stereo not given),1,i,8,-1,4,i,32,-11,1
COc1ccccc1NC(=S)N1CCC(C(=O)c2ccc(F)cc2)CC1,3,i,-10,2,-2,i,8,-83,5
COc1ccc(/C=C/C(=O)c2cc(F)ccc2OC(=O)c2ccccc2C)cc1OC,1,i,-1,-5,-7,i,-3,6,4
CC(Oc1cc(F)ccc1[N+](=O)[O-])C(=O)N(C)CC(=O)Nc1ccccc1C(F)(F)F (stereo not given),3,i,-10,0,-5,i,-4,1,0
NC(=O)CSc1ncc(-c2ccc([N+](=O)[O-])cc2)[nH]1,0,i,12,0,6,i,2,-4,0
CC1=[N+](C)N(c2ccccc2)C(=O)C1N=Cc1ccccc1Cl (stereo not given),6,i,9,-7,-6,i,1,19,-1
C=CCn1c(COc2ccc(CC)cc2)nnc1SCC(=O)NC1CCS(=O)(=O)C1 (stereo not given),0,i,-22,-2,-2,i,-7,-5,-2
Cc1occc1-c1nnc(SCC(=O)NC(=O)NC(C)C)n1N,-2,i,-6,-1,-5,i,-3,-2,-1
CCn1c(SCC(=O)Nc2nc(-c3ccc(C)cc3)cs2)nnc1-c1ccccc1O,2,i,8,6,37*,i,17,3,-1
C=C(C)CSc1nnc(-c2cc(OC)c(OC)c(OC)c2)n1N,3,i,15,2,4,i,-5,-50,2
COc1ccc(C2(C)NC(=O)N(CC(=O)Nc3ccc4[nH]c(=O)[nH]c4c3)C2=O)cc1 (stereo not given),-2,i,33,-2,5,i,-4,1,13
CC(=O)N1c2ccccc2CCc2ccc(N)cc21,3,i,12,-4,-9,i,-6,-3,-6
Cc1cc(OCc2ccc(F)cc2)nc(-c2ccccc2O)n1,1,i,7,-6,3,i,24,-11,0
O=C(CSc1nnc(CN2CCCCCC2=O)n1-c1ccccn1)NCC(F)(F)F,3,i,2,3,-2,i,-5,-8,1
COc1cccc(N2C(=O)C3NN=C(C(=O)CN4C(=O)c5ccccc5C4=O)C3C2=O)c1 (stereo not given),0,i,1,-2,4,i,-7,-5,-3
c1ccc(-c2nc(NCc3ccco3)c3ccccc3n2)cc1,-2,i,9,5,-5,i,22,4,-1
CC(C)CC(C)c1cc(N)nc2nc3ccccc3n12 (stereo not given),-1,·,1,-2,1,i,4,-1,3

(further entries)
canonical_smiles,Rin1 Abl inh,Neddyl block,SKN-1 inh,CSN deneddyl inh,NadD block,Rpn11 block,FAS-TE inh,PABP1 MLLE inh,MT1-MMP act inh
Cc1ccccc1S(=O)(=O)NC(=O)C1(C)CCN1C(=O)c1ccccc1CCc1ccccc1 (stereo not given),-2,i,-4,1,3,i,-12,-6,-3
CCOc1ccccc1NC(=S)N1CCN(c2cccc(OC)c2)CC1,0,i,2,8,-4,i,11,-96,-4
Cn1c(SCC(=O)N2CCc3ccccc3C2)nnc1-c1cccs1,-3,i,-6,2,4,i,0,-5,2
N#Cc1c(Cl)nc2c(c1C#N)CCCC2,0,i,2,5,-5,i,22,-2,-3
COc1ccc(C(=O)c2coc3ccc(O)c(CN(C)C)c23)cc1,-3,i,-1,-1,10,i,2,10,0
O=C(Nc1ccc(Br)cc1)N1CCCCCC1,3,i,2,-5,-2,i,1,-7,3
CSc1ccc(Cl)c(C(=O)NCc2ccco2)c1,-3,i,41*,2,-2,i,-4,32,4
Cc1ccc(CNC(=O)C(=O)NCC2CCCO2)cc1 (stereo not given),2,i,-25,4,-2,i,-11,-2,2
CC(C)CN1C(=S)SC(C)(C)C1n1oc(=O)n(-c2ccccc2)c1=O (stereo not given),0,i,-8,-2,-2,i,21,9,-3
O=C(COC(=O)/C=C/c1cccc(Cl)c1)NC1CC1,0,i,16,-1,1,i,-10,-23,-4
O=C1c2ccccc2-c2cccnc21,-2,i,-21,2,-7,i,-4,-13,-1
COc1ccccc1N(CC(=O)Nc1ccccc1C)S(C)(=O)=O,1,i,6,-3,-2,i,-12,-2,4
